Screens deposited in PubChem BioAssay by National Center for Advancing Translational Sciences (NCATS).
BCR signal inh: blocks chronic active B-cell receptor signaling; Potency, µM (titrated, usually from 46.1 µM), for inactives: at the highest dose ratio change, negative = lower green/red ratio, most hits filed as inhibitors; hit rate 0.05% among 340,000; ABC-DLBCL IkBa-CBG/CBR reporter, luminescence ratio, 4 h; active means well fitted inhibition curve with a large enough effect in the signal ratio, with a control signal flat, not every such curve was filed as active; inconclusive means small, poorly fitted or top-dose-only effect, or effect the other way, or a change in a side signal; the % refers to the signal ratio;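 further: potency means the concentration at half of the fitted maximal effect; plate controls were basal doxycycline-induced cells for no effect and cells given 10 µM MG132 for full effect; MG132 reads +100%, hits lower the ratio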
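Compounds up to 46 uM were incubated four hours with TMD8 cells whose green CBG68 luciferase is fused to IkappaBalpha; red CBR luminescence normalised the signal, and concentration-effect curves were fitted to fusion, red and ratio data.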
FBPA coupling cs: inhibits coupling enzyme system, counter-screen for aldolase hits. coupling enzyme system counterscreen, AmpLite Red fluorescence. activity change, negative = inhibition, % at 58.2 µM, hits read low. hit rate 0.67% among 290,000; in the data active means activity change below about -30%; further: on the % scale 0 is the no-effect control and ±100 the full control effect
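Final compound at 57.5 uM, incubated 10 min at RT with coupling enzyme reagent (glyceraldehyde-3-phosphate), then 20 min with substrate and AmpLite Red detection. Fluorescence read at 525/598 nm; tests interference with the coupling assay, not aldolase inhibition.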
PKM2 activator: increases activity of human pyruvate kinase M2; P14618; hit rate 0.34% among 260,000; purified PKM2, Kinase-Glo ATP luminescence, activation; response scale: 0% is enzyme alone, no compound; Potency, µM (titrated, usually from 57.5 µM), inactives show top-dose activation, hits mostly activators; AID 1631; further: potency means the concentration at half of the fitted maximal effect; on the % scale 0 is the no-effect control and ±100 the full control effect; nearly all actives have a fitted effect of over 55% in size
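Purified hPK-M2 (>95%) run at intermediate activity with 0.1 mM ADP and 0.5 mM PEP in 50 mM imidazole pH 7.2, KCl, MgCl2; 1 h room temperature. ATP formed read by Kinase-Glo luminescence; normalized to uninhibited and no-enzyme controls.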
GALK inh: inhibitors of human galactokinase. P51570. Purified GALK, Kinase-Glo residual ATP luminescence. Potency, µM (top dose mostly 57.5 µM), without a hit: top-dose activity change, negative = inhibition, usual class: inhibitors. hit rate 0.007% among 270,000; further: potency means the concentration at half of the fitted maximal effect; on the % scale 0 is the no-effect control and ±100 the full control effect
Target sequence (P51570 whole entry, looked up): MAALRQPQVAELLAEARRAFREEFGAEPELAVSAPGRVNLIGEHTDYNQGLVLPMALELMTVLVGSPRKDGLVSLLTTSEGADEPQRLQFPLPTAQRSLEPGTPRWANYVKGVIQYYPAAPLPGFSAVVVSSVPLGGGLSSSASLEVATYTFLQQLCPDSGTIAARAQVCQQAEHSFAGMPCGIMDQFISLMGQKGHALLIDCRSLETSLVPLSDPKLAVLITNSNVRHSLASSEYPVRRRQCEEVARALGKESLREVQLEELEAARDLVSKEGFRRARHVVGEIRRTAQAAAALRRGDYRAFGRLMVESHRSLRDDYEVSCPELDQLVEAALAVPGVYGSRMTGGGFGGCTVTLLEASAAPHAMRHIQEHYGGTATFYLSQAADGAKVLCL
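The enzyme phosphorylates galactose (100 uM) using ATP (35 uM); inhibition is detected as higher residual ATP, quantified by bioluminescence after 1 h reaction at room temperature, pH 8.0.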
Tb PFK block: blocks T. brucei phosphofructokinase; O15648; T. brucei PFK, ADP-Glo luminescence; Potency, µM (highest dose often 57.5 µM), for inactives: at the highest dose activity, negative = inhibition, actives largely listed as inhibitors; hit rate 0.17% among 330,000; AID 485367;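 further: potency means the concentration at half of the fitted maximal effect; 0% = uninhibited 1x PFK enzyme wells and -100% = no-enzyme wells; nearly all actives have a fitted effect of over 60% in size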
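Activity is normalized to no-enzyme wells (full inhibition) and 1.25 nM enzyme wells (no inhibition). Reaction: 0.5 mM F6P, 0.1 mM ATP, 45 min RT, ADP-Glo luminescence; concentration-response curves fitted and classed by quality.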
TSG101-PTAP inh: blocks PTAP/TSG101 interaction to inhibit HIV-1 budding; 340,000 tested, under 10 active; Potency, µM (doses to about 115 µM), for inactives: at the top dose activity change, negative = inhibition, usual class: inhibitors; Fluorescence polarization, FITC-PTAP peptide / Tsg101 binding; active means well fitted inhibition curve with a large enough effect in the main read-out, with a control signal flat, not every such curve was filed as active; inconclusive means small, poorly fitted or top-dose-only effect, or effect the other way, or a change in a side signal; inactive means no such curve, though single readings can be large or run the other way; further: potency means the concentration at half of the fitted maximal effect; % of control where 0% means no effect
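Compounds were pin-transferred onto Tsg101 binding domain (10 uM final) in HEPES pH 7.5 buffer, then FITC-PTAP peptide was added at 50 nM final. After 20 min at RT, polarization reported peptide displacement across a qHTS concentration series.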
Giardia killer: Giardia lamblia killing. Giardia lamblia trophozoite viability. activity change, % at 7.66 µM, hits read low. hit rate 0.15% among 340,000. AID 540267; in the data active means activity change below about -80%; inconclusive means between about -30% and that limit;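 further: parasites exposed to compound for two days anaerobically before the ATP read; on the % scale 0 is the no-effect control and ±100 the full control effect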
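Trophozoites 100 cells/well + cpd; 48 hrs, 37 deg C, anaerobic. ATPLite 1-Step added, 15-30 min RT, luminescence read (ATP-based viability).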
B2AR arrestin: beta2AR (human) beta-arrestin recruitment activity. beta-arrestin recruitment to beta2AR, cell-based reporter. Potency, µM (titrated, usually from 46.1 µM), for the others: top-dose activation, actives largely listed as activators. hit rate 0.02% among 330,000. AID 492947;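 further: potency means the concentration at half of the fitted maximal effect; 0% = DMSO controls and full agonism = EC100 isoproterenol or metaproterenol; nearly all actives have a fitted effect of over 65% in size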
Target sequence (P07550 whole entry, looked up): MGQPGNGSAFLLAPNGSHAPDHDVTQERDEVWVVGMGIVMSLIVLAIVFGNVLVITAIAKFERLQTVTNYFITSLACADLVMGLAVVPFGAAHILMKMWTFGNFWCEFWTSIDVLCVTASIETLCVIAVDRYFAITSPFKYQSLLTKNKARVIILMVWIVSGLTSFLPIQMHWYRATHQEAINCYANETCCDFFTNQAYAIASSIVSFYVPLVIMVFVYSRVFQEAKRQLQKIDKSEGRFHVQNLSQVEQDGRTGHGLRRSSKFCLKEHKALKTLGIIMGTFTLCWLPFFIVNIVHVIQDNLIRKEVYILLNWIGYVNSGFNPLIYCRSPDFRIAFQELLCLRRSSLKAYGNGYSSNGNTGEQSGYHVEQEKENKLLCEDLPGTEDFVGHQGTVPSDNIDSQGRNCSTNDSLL
Menin-MLL TR inh: inhibitors of human menin-MLL interaction, mutant MLL peptide; AID 1768; Menin + Texas Red MLL mutant peptide, fluorescence polarization; hit rate 0.23% among 270,000; Potency, µM (doses to about 61.6 µM), for inactives: at the highest dose FP activity change, negative = inhibition, hits mostly inhibitors; O00255; active means well fitted inhibition curve with a large enough effect in the polarisation, with a control signal flat, not every such curve was filed as active; inconclusive means small, poorly fitted or top-dose-only effect, or effect the other way, or a change in a side signal; inactive means no such curve, though single readings can be large or run the other way; the % refers to the polarisation; further: potency means the concentration at half of the fitted maximal effect; % of control where 0% means no effect; many of its hits are not listed in these tables
a7 integrin act: activates integrin-mediated alleviation for muscular dystrophy; alpha7betagal myoblasts, beta-gal FDG fluorescence, 48 h; Potency, µM (top dose mostly 38.3 µM), without a hit: at the highest dose activation, hits mostly activators; hit rate 0.064% among 350,000; AID 624291;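 further: potency means the concentration at half of the fitted maximal effect; 100% = response of the positive control SU9516; nearly all actives have a fitted effect of over 60% in size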
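Alpha7betagal+/- myoblasts (passage 13) were plated 16-24 hr, then exposed to compounds (1:260 dilution of DMSO stock) for 48 hours at 37C. After MPER lysis, β-galactosidase reporter activity was read as FDG fluorescence (ex 480/em 540) after 30 minutes.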
S-ASM inh: blocks human secretory acid sphingomyelinase; P17405; placental ASM, HMU-PC fluorogenic substrate, 60 min; Potency, µM (top dose mostly 57.5 µM), inactives show at the highest dose activity change, negative = inhibition, hits mostly inhibitors; hit rate 0.006% among 340,000; AID 504937; further: potency means the concentration at half of the fitted maximal effect
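Fluorescence read-out (Ex 386 nm, Em 447 nm) after stopping the reaction at pH 10. Enzyme: ASM from human placenta; substrate HMU-PC0, 9 uM final; 60 min, 37 °C. Compound preincubation 10 min, ambient temperature.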
The depositor's hits bear a star; ? = inconclusive; nt = not tested or not shown; [ ] = dose if it differs, or a comment. Unless noted, the call rests on the fitted dose curve; in most records, active means well fitted curve in the direction sought with a large enough effect; inconclusive means small, poorly fitted or top-dose-only effect, or another doubt; inactive means no such curve, though single readings can be large; an effect the other way counts as inactive or inconclusive. An excerpt; count on the stated rates, not on these rows.

Structure	BCR signal inh	FBPA coupling cs	PKM2 activator	GALK inh	Tb PFK block	TSG101-PTAP inh	Giardia killer	B2AR arrestin	Menin-MLL TR inh	a7 integrin act	S-ASM inh
NC(=O)c1ccccc1N/C=C/C(=O)c1ccc(Cl)cc1	?	0.0	-4.2%	3.6%	3.0%	-7.1%	?	0.0%	-0.5%	15.1%	76.8%[activator]
CN(C(=O)CSc1cccc[n+]1[O-])C1CCCCC1	?	nt	nt	nt	7.4%	5.6%	?	-2.6%	nt	-11.3%	0.1%
Cc1ccc(S(=O)(=O)CCC#N)cc1	-0.6%	1.9	-12.0%	0.4%	-6.3%	0.6%	-5.0	0.0%	nt	3.5%	2.8%
CSCC[C@H](NC(=O)CC(C)(C)C)c1nc2ccccc2[nH]1	-11.2%	1.1	0.2%	-0.6%	-11.8%	-5.7%	0.8	0.0%	-0.3%	21.8%	0.5%
COc1ccc(-c2cc(CC3(C(=O)O)CCN(C(=O)OC(C)(C)C)CC3)on2)c(OC)c1	-1.3%	6.0	-5.6%	nt	0.8%	-2.1%	-7.6	-0.7%	9.9%	17.1%	-10.8%
CCC(=O)N1CCN(c2ccc(Cl)cc2NC(=O)c2ccc([N+](=O)[O-])o2)CC1	3.8%	nt	-12.6%	-5.1%	-4.6%	-0.3%	-100.6*	-0.2%	nt	-38.1%	1.4%
CCO[C@H]1OC(C(=O)NCc2ccccc2)=C[C@@H](C2CC2)[C@@H]1CCCO	17.1%	5.9	7.7%	0.7%	14.3%	0.9%	7.2	-0.1%	-12.7%	-20.9%	3.6%
CC(C)c1ccc(C2c3[nH]c4ccccc4c3C[C@H]3C(=O)N(c4ccccc4C(=O)N4CCC[C@H]4C(=O)O)C(=O)N23)cc1 (stereo partly drawn)	?	0.2	-1.1%	nt	-0.4%	-5.5%	14.4	0.3%	6.1%	19.4%	-3.6%
O=c1c2c3nc4ccccc4nc3n(-c3ccc4c(c3)OCCO4)c2ncn1CC1CCCO1 (stereo not drawn)	?	-0.8	0.9%	0.4%	0.2%	nt	nt	-3.2%	-8.9%	nt	nt
Cc1ccc(CNC(=O)CN(c2ccc(C)cc2)S(=O)(=O)c2c(C)n[nH]c2C)cc1	?	nt	nt	-1.1%	-23.9%	-4.1%	-0.9	-0.3%	nt	2.6%	3.5%
Cn1cc(/C=N/Nc2ccccc2)c2ccccc21	-7.0%	-0.4	-0.1%	11.3%	-0.5%	-5.0%	9.2	-0.2%	?	-22.7%	44.6%[activator]
CCN1CCN(CCNC(=O)Cn2c(=O)c3cccn3c3ccc(F)cc32)CC1	2.7%	nt	nt	-3.6%	0.4%	-3.8%	-15.9	0.2%	nt	?	7.4%
O=S(=O)(Nc1ccc(-c2cnco2)cc1)c1ccccc1	0.1%	1.0	21.8%	-1.4%	0.8%	-5.5%	6.6	0.0%	nt	-7.5%	4.4%
CN=c1scc(C)n1/N=C/c1ccc(O)c(O)c1O	?	-59.2*	1.9%	0.7%	?	-1.1%	?	-0.1%	?	-46.5%[inhibitor]	-1.9%
COc1ccc(C(=O)Nc2cccc(S(=O)(=O)NC3=NCCC3)c2)cc1OC	2.6%	nt	nt	nt	0.0%	-3.6%	?	0.3%	nt	-9.9%	5.1%
O=C(/C=C/c1ccc(F)cc1)c1ccccc1Br	5.9%	1.8	1.4%	-3.6%	-1.7%	-1.6%	14.1	0.1%	-7.7%	-44.7%	-3.5%
Fc1ccc2cc(-c3ccsc3)ncc2c1	1.7%	nt	nt	nt	2.0%	-4.2%	?	-0.2%	nt	17.0%	-3.5%
O=C(COc1ccccc1)Nc1ccc2c(c1)nc1n2CCOC1	0.4%	-1.0	-1.7%	5.6%	-3.2%	-6.7%	7.8	0.0%	5.4%	15.6%	3.7%
COc1ccc(/C(N)=N/OC(=O)Cc2ccccc2)cc1	-20.4%	1.1	-6.2%	-0.7%	-6.5%	-1.2%	-6.9	0.0%	15.0%	-12.6%	-1.6%
CC(=O)NCC1COc2ccccc2O1 (stereo not drawn)	-5.8%	2.3	-1.5%	-0.5%	2.1%	-4.6%	-16.5	0.5%	nt	-28.1%	0.3%
CCN(CC)c1ccc(/C=N/NC(=O)c2ccc3c(c2)OCCO3)cc1	?	0.4	2.3%	-8.0%	0.2%	-6.9%	-9.1	-0.8%	30.2%[activator]	-8.9%	367.6%[activator]
O=[N+]([O-])c1c(Nc2ccc(O)cc2)cc(Cl)c2nonc12	?	3.0	nt	-6.4%	?	-0.8%	9.0	0.0%	?	-3.3%	-1.3%
COc1ccc(S(=O)(=O)Oc2c(OC)cc(C(=S)N3CCOCC3)cc2OC)cc1	-0.6%	-1.8	-14.9%	0.0%	-1.0%	-9.6%	18.8	9.7%	12.1%	-17.8%	0.0%
Cc1ccc(NC(=O)Cc2nnc(SCC(=O)NC3CCCC3)n2C)cc1	5.0%	0.4	nt	0.7%	1.8%	-3.4%	27.2	0.0%	2.7%	-18.3%	-0.6%
Cc1c(-c2c(C#N)c(N)nc3c2CCCCCC3)cnn1C	0.3%	3.6	-0.1%	-1.1%	-6.3%	-1.0%	8.4	-0.2%	20.8%	-19.6%	-0.8%

(continued)
Structure	BCR signal inh	FBPA coupling cs	PKM2 activator	GALK inh	Tb PFK block	TSG101-PTAP inh	Giardia killer	B2AR arrestin	Menin-MLL TR inh	a7 integrin act	S-ASM inh
CCn1cc(C2C(C(=O)Nc3cc(C)ccn3)=C(C)NC3=C2C(=O)CC(C)(C)C3)c(C)n1 (stereo not drawn)	-0.1%	4.6	0.0%	nt	2.5%	-1.9%	-8.1	-0.6%	-3.4%	17.1%	nt
O=C(CCc1ccccc1)OCCOC(=O)CCc1ccccc1	-12.3%	1.1	-8.0%	0.6%	-0.3%	1.7%	-4.5	-0.3%	-0.7%	5.8%	3.4%
N#CC1(C#N)[C@@H](C(=O)C23CC4CC(CC(C4)C2)C3)C12CCOCC2	?	1.1	-2.2%	-0.2%	-0.1%	-3.2%	4.4	-0.1%	7.6%	19.2%	4.0%
COc1cc([C@@H]2CC=C(C(=O)O)CN2S(=O)(=O)c2ccc(C)cc2)cc(OC)c1OC	3.5%	nt	nt	nt	0.0%	nt	12.6	-0.1%	nt	0.0%	8.6%
COc1ccc(C(=O)OCC(=O)c2ccc3c(c2)NC(=O)CO3)cc1[N+](=O)[O-]	-4.9%	nt	nt	nt	3.3%	-0.6%	9.0	0.2%	nt	4.2%	0.3%
COc1ccc(-c2n[nH]c(=S)n2Cc2ccccc2)cc1	-0.5%	4.3	-2.1%	1.4%	-5.8%	-0.9%	-1.8	0.0%	8.0%	0.0%	-0.7%
Cc1ccccc1C(=O)Nc1ccnn1C1CCN(Cc2ccc(CO)o2)CC1	-1.3%	nt	nt	5.1%	-1.3%	-7.1%	8.4	0.1%	nt	18.0%	-2.5%
CCOC(=O)c1cnc(SCC(=O)Nc2nc(C)c(C)s2)nc1N	1.2%	2.6	14.8%	0.7%	5.3%	-3.0%	0.8	0.4%	-8.4%	-41.6%[inhibitor]	1.4%
CCN=C1S/C(=C/c2ccc(-c3ccc(F)cc3)o2)C(=O)N1CC	-2.2%	-0.3	nt	nt	0.0%	-4.5%	-16.2	0.6%	?	0.0%	198.7%[activator]
O=C(NC1CCCC1)C(c1ccccn1)N(C(=O)c1csnn1)c1ccc(F)cc1 (stereo not drawn)	7.2%	0.3	-8.2%	-3.7%	3.1%	-2.4%	21.8	-0.5%	5.6%	-11.4%	-2.0%
O=C(NC(=S)N1CCCCCC1)c1ccccc1Cl	?	-3.0	3.7%	-0.9%	-9.1%	-0.3%	-3.1	?	-12.3%	-17.1%	8.2%
COc1ccc(-c2csc(NC(=O)C3COc4ccccc4O3)n2)cc1OC (stereo not drawn)	?	-2.0	4.3%	1.9%	-2.3%	1.2%	14.2	0.0%	?	-9.6%	-17.6%
O=C(COC(=O)c1ccccc1NCCO)Nc1cc(C(F)(F)F)ccc1N1CCOCC1	-1.5%	-0.3	6.1%	4.1%	-7.1%	-7.0%	-12.3	-0.9%	-5.8%	-9.2%	nt
